Bioassay records deposited in PubChem BioAssay by National Center for Advancing Translational Sciences (NCATS).
KDM5B inh: Primary screen for KDM5B Histone Demethylases FDH-coupled qHTS; Lysine-specific demethylase 5B (Homo sapiens), Q9UGL1; AID 1347165, 2019; Potency, µM (highest dose often 57.7 µM), for inactives: at the highest dose activity change, negative = inhibition, hits mostly inhibitors; 220,000 tested, 2.6% active; KDM5B demethylase, FDH-coupled NADH fluorescence (FDH is formaldehyde dehydrogenase); active = well fitted inhibition curve with a large enough effect; inconclusive = small, poorly fitted or top-dose-only effect; inactive = no such curve, though single readings can be large or run the other way; note: 0% is about no effect; nearly all actives have a fitted effect of over 70% in size
Target sequence (Q9UGL1 whole entry, looked up): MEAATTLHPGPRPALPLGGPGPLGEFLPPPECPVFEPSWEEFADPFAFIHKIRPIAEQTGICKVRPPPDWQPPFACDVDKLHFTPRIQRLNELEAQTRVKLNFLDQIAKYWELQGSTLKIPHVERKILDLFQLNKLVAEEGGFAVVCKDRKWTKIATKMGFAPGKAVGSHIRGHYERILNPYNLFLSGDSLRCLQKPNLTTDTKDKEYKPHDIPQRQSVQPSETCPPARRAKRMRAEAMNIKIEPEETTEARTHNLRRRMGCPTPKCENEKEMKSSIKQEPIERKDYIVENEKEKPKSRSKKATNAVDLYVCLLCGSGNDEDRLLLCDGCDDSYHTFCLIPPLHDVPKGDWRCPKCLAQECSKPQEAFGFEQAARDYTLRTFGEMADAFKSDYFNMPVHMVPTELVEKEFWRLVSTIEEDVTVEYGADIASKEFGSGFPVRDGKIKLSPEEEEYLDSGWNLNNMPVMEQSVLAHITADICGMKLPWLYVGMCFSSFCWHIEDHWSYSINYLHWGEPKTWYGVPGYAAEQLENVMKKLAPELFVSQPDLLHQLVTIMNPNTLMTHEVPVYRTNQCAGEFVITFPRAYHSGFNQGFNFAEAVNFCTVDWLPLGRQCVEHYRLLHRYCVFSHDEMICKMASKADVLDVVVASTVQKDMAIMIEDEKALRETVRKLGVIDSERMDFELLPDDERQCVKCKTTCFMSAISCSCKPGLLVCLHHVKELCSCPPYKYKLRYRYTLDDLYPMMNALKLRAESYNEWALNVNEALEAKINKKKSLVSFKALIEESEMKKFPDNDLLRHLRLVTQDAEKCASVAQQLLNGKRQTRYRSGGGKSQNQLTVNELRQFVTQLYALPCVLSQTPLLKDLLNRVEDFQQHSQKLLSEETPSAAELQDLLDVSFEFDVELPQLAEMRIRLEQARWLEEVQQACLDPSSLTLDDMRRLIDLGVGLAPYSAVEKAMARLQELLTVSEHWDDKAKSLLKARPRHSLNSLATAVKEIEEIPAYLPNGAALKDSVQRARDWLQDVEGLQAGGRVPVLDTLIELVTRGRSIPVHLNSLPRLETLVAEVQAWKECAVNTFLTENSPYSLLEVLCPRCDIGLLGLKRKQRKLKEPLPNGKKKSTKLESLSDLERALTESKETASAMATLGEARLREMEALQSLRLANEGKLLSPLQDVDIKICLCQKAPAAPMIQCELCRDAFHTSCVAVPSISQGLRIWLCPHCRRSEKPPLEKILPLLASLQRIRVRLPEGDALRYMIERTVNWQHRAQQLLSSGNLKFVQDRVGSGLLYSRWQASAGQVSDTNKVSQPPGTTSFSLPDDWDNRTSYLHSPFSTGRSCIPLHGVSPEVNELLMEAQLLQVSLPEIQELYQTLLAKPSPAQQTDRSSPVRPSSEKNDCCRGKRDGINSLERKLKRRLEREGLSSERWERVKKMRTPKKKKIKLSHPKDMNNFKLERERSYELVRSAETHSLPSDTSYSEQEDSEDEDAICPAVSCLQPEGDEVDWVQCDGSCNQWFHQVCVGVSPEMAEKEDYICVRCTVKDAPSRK
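Coupled FDH/NAD⁺ fluorescence readout. KDM5BΔAP 200 nM final; compound titration, 10 min RT preincubation; substrate mix 12.5 µM H3K4me3, 25 µM 2-OG, 50 µM Fe(II), 100 µM ascorbate, 0.25 mM NAD⁺, 0.25 U/mL FDH; ΔRFU over 30 min.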
Active calls of the source: *; i = inactive; ? = inconclusive; & = joins results of further samples; [ ] = dose if it differs, or a comment. Potency is the fitted concentration of half-maximal effect. Not all compounds are listed; the hit share may differ from the screen's.

SMILES	KDM5B inh
CCOC(=O)c1ccccc1NC(=O)NC(C)c1c(-n2cccc2)sc(C)c1C (centres undefined)	?
O=S(=O)(Nc1nc2ccccc2nc1NCc1ccccc1Cl)c1cccs1	-12%
COc1ccccc1NC(=O)c1nn(-c2ccc(Cl)cc2)ccc1=O	13%
CCOc1ccc(NC(=O)CN(C)S(=O)(=O)c2ccc3[nH]c4c(c3c2)CCCC4)cc1	?
Cc1cn2nc(C(=O)NCc3cc(F)cc(F)c3)cc2c(N(C)Cc2ccccc2)n1	20µM*
Cc1ccc(CNC(=O)c2ccc3c(c2)CN(C2CCC2)CCO3)cc1	-13%
Cc1c(Cc2ccccc2)c(=O)oc2cc(OCC(=O)O)ccc12	i
CCCCc1ccc(N/C(N)=N/c2nc(C)cc(C)n2)cc1	21%&16%
Cc1ccc(S(=O)(=O)Nc2cccc(NC(N)=O)c2)cc1Cl	16%
O=C(NC1C[C@H]2CC[C@@H](C1)N2C(=O)C1CCC1)c1ccncc1 (some centres undefined)	12%
CSc1ccc(CNC(=O)c2cc3cc(S(=O)(=O)N4CCCCC4)ccc3n2C)cc1	?
CC(=O)NCC(=O)N1CCC2(CN[S+](=O)([O-])c3cnccc3O2)C1 (centres undefined)	15%[149 µM]
CCn1c(CN2CCOCC2)nc2cc(NC(=O)c3cccc([N+](=O)[O-])c3)ccc21	?
COc1ccc(NC(=O)CCSc2nc(-c3ccco3)cc(C(F)(F)F)n2)c(OC)c1	-21%
O=C(c1cc(Br)cn2ccnc12)N1CCC(N2CCCCC2)CC1	28µM*
Cc1cc(Nc2ccccc2)c2c([N+](=O)[O-])cc(C)c(C)c2n1	2%
CCN(CC)CC(O)CN(c1ccccc1)S(=O)(=O)c1ccc2ccccc2c1 (centres undefined)	26%
CSc1ccccc1C(=O)Nc1c(C)cccc1C(C)C	-3%
O=C(CSc1nnnn1-c1ccccc1)c1ccc(Br)s1	10%
O=C(C1CCCCC1)N1CCCC2(COc3ccccc3[S+](=O)([O-])N2)C1 (centres undefined)	5%[115 µM]
CCOC(=O)Cc1nnc(SC(C)C(=O)Nc2ccc(F)c(F)c2)n1Cc1ccccc1 (centres undefined)	21%
COc1ccc(CNC(=O)c2sc(NC(C)C)nc2C)cc1	15%
COc1ccc(CC(=O)N2CCc3c(nc4cc(-c5ccccc5Cl)[nH]n4c3=O)C2)cc1	?
CC(Sc1ccc(Cl)cc1)c1nc(-c2ccco2)no1 (centres undefined)	-18%
CSc1nccc(N2CCC(c3nccn3Cc3cccnc3)CC2)n1	11%

Fetched by structure from the entries so far (2):
SMILES	KDM5B inh
CCn1c(CN2CCOCC2)nc2cc(NC(=O)c3cccc([N+](=O)[O-])c3)ccc21	?
Cc1cc(Nc2ccccc2)c2c([N+](=O)[O-])cc(C)c(C)c2n1	2%

An excerpt of these results, field by field.
> CCCCc1ccc(N/C(N)=N/c2nc(C)cc(C)n2)cc1
  KDM5B inh = 21%&16%
> Cc1ccc(S(=O)(=O)Nc2cccc(NC(N)=O)c2)cc1Cl
  KDM5B inh = 16%
> O=C(NC1C[C@H]2CC[C@@H](C1)N2C(=O)C1CCC1)c1ccncc1 (some centres undefined)
  KDM5B inh = 12%

The list goes on.
SMILES	KDM5B inh
Cc1nnc(SCC(=O)Nc2ccc(N(C)C)cc2)[nH]c1=O	?
CCc1ccccc1NC(=O)Nc1cc(C(=O)NCc2cccc(F)c2)ccc1N1CCCC1	?
CCOP(=O)(OCC)c1nc(-c2ccc(C)cc2)oc1NCc1cccnc1	-13%
CCOc1cccc2cc(S(=O)(=O)c3ccc(Cl)cc3)c(=O)oc12	-10%
O=C(NCC1COc2ccccc2O1)c1cccs1 (centres undefined)	-7%
CCN(C1CCOCC1)C1CN(C(=O)c2c(C)noc2C)C1	-4%
C=CCNc1nc(C)nc2c1CCN(C(=O)CNS(C)(=O)=O)CC2	-3%
Cc1cc(N2CCC(C)CC2)nc(NCc2ccccc2)n1	-12%
O=Cc1ccc(OCc2ccc(Cl)c(Cl)c2)cc1	?
CCOC(=O)CNC(=O)c1cc(-c2ccc[nH]2)n[nH]1	-28%
Cc1noc(C)c1-c1cc2cc(C(C)C)oc2c(NCCN2CCOCC2)n1	-11%[86.2 µM]
Cc1ccc2c(COC(=O)C3CCC(C(C)(C)C)CC3)cc(=O)oc2c1C (centres undefined)	2%
CCc1ccc2c(c1)c(=O)c(C(=O)c1ccc(C)cc1)cn2CC(=O)Nc1ccccc1C	-9%
Cc1noc(Cn2c(=O)c3ccccc3n(CC(=O)Nc3ccccc3C(F)(F)F)c2=O)n1	?
O=S(=O)(Cc1ccccc1)CC1CC1(Cl)Cl (centres undefined)	14%
Cc1n[nH]c(C)c1S(=O)(=O)Nc1ncn(Cc2ccccc2F)n1	-4%
COc1ccc(C(=O)N2CCC3(CC2)CNC(=O)c2ccccc2O3)cc1	3%
Cc1ccc(-c2nc3ccccc3n3c(-c4ccccc4)c4c(=O)n(C)c(=O)n(C)c4c23)cc1	4%
CC(C)CCn1c(=O)c2sccc2n2c(CCCC(=O)NC(C)C)nnc12	?
CN(CC(=O)Nc1ccc(F)cc1F)S(=O)(=O)c1ccc(C(=O)N2CCOCC2)s1	13%&-20%
COc1ccc(-c2onc(C)c2C)cc1S(=O)(=O)NCC1CCN(Cc2cc(C)ccc2C)CC1	?
COc1cc(OC)cc(C(=O)Nc2ccc3c(c2)CCCN3C(=O)c2cccs2)c1	-12%
CCOc1cc(CNCc2ccccc2)ccc1OCC(=O)NC1CCCCC1	22%
Cc1ccc(Cl)cc1NC(=O)N1CCC(OC2CCN(S(C)(=O)=O)CC2)CC1	36%
O=C(CC1COCCN1)N1CCC2(CCC(=O)N(CCCn3ccnc3)C2)CC1 (centres undefined)	13%

More entries follow:
SMILES	KDM5B inh
CCN1CCN(c2oc(-c3ccc(S(=O)(=O)N4CCOCC4)cc3)nc2C#N)CC1	?
Cc1ccc(OCC(=O)NCC2CCCCC(=O)N2)cc1 (centres undefined)	27%
CCCCN1C(C(=O)Nc2ncccn2)=C(O)c2ccccc2S1(=O)=O	-12%
O=C(C1CCCC1)N1CCCC(c2noc(COc3ccccc3F)n2)C1 (centres undefined)	19%
CC(C)Oc1ccc(CNC(=O)c2ccc(Cn3ccn4nc5c(c4c3=O)CCCC5)cc2)cc1	25µM*
COc1ccc(C)cc1Nc1cc(C)nc(C)n1	-23%
O=C(Cc1c[nH]c2ncc(-c3cccc(O)c3)cc12)N1CCOCC1	?
CNC1[C@@H]2CC3C[C@H]1CC(O)(C3)C2 (some centres undefined)	15%
Cc1ccc(CN2C(=O)c3ccccc3Sc3ccc(C(=O)NCc4ccco4)cc32)cc1	?
O=C(c1ccc(Cl)cc1)N1CCC(N2CCCCCC2=O)CC1	18%[115 µM]
COc1ccc(C2c3c(n(C)c4ccccc34)C(=O)N2CC(=O)Nc2cccc(Cl)c2C)cc1 (centres undefined)	?
Cc1nc2nc(CC(=O)Nc3ccccc3F)nn2c(C)c1Cc1ccc(Cl)cc1	1%
COc1ccc(C(=O)NCC(c2ccc3c(c2)OCO3)N2CCN(c3ccccc3F)CC2)cc1 (centres undefined)	-15%
CCCn1cc(S(=O)(=O)c2ccccc2)c(=O)c2cc(F)c(N3CCCCC3)cc21	0%
O=C(CSc1nnc2ccc(-c3ccncc3)nn12)N1CCN(c2ccccc2)CC1	14%
COc1ccccc1C(=O)N1CCCN(c2cc(-c3ccc(Cl)cc3)[nH]n2)CC1	-20%
CC(C)COc1ccc(/C=C(\C#N)C(=O)Nc2ccccc2C(=O)O)cc1	10%
CCCn1nc(NC(=O)CC(C)C)c2cc3cccc(C)c3nc21	?
CCOC(=O)c1c(C)[nH]c(CCC(=O)Nc2ccccc2C(F)(F)F)c1C	-53%
O=C(O)c1cc(-c2ccc(C(F)(F)F)cc2)nc2n[nH]c(-c3ccccc3)c12	?
COc1ccc(-c2ccc3ncc(Nc4cccc(O)c4)n3n2)cc1OC	-23%[86.2 µM]
CN1C(=O)c2ccc(NC(=O)Cn3nc4c(cc3=O)CCCC4)cc2C1=O	28µM*
Cc1csc(C(C#N)C(=O)CN2CCCCCC2)n1 (centres undefined)	17%
CN(C(=O)c1ccc2nccnc2c1)C1CCCCC1	8%
CC(=O)N1CC(CO)C2(CCN(C(=O)c3ccccc3Cl)CC2)C1 (centres undefined)	-9%

Following part.
SMILES	KDM5B inh
Cc1cn(CC(=O)N2CC[C@@](C)(O)[C@@H](Cc3ccccc3)C2)c(=O)[nH]c1=O	-17%
COc1ccc(-c2noc([C@@H]3Cc4nc[nH]c4CN3C(=O)Nc3ccc(Cl)cc3)n2)cc1	-22%
CCOc1ccccc1C(=O)Nc1c(NCc2ccccc2)c2ccccc2oc1=O	?
CCOC(=O)c1cnc(Nc2ccccc2F)c2ccccc12	?
Cc1ccccc1CN1CC[C@@H]2OCC(=O)N(c3ccccc3)[C@H]2CC1	6%[86.2 µM]
NC(=O)NC(=O)CSc1nc(-c2ccccc2)c(-c2ccccc2)o1	-9%
COC(=O)c1ccc(COC(=O)CNC(=O)CNC(=O)c2ccc(OC)cc2)cc1	21%
COc1ccccc1CNC[C@H]1Cn2cc(-c3ccccc3OC)nc2CO1	-4%[86.2 µM]
CC(C)CN(CCCNC(=O)C1CCN(c2cnn(C)c(=O)c2)C1)CC(C)C (centres undefined)	8%
CCNC(=O)CCc1c(C)nn(-c2ccc(F)cc2)c1Oc1ccc(F)cc1F	3%
COCc1ncc(CN2CC[C@@H](c3ccc4ccccc4c3)[C@H](O)C2)cn1	?
Cc1ccc(NS(=O)(=O)c2ccc(C(=O)OCC(=O)c3ccc[nH]3)cc2)cc1	2%
COc1ccc(Cn2nc(-c3ccccc3)nc2C2CCC(=O)NC2)cc1 (centres undefined)	9%
CCn1c(SCC(=O)c2ccc(Br)s2)nnc1-c1ccccc1OC	-16%
CCN(C(=O)Cn1cnc2c1c(=O)n(C)c(=O)n2C)C1CCCCC1	17%
CN1CCc2c(sc(N)c2C(=O)c2ccc(Cl)cc2)C1	?
O=[N+]([O-])/C=C1\CCCCCN1	10%
COc1ccc(C2C(C(N)=O)=C(C)Nc3nc(CCCO)nn32)cc1 (centres undefined)	0%
O=C(NCc1ccccc1)c1cnc2n1CCN(CCCc1ccccc1)CC2	5%[86.2 µM]
Cc1oc2c(c(C)cc3o/c(=N/O)c4c(c32)CCCC4)c1C	4%
COCCCn1c(=O)c2sccc2n2c(CCCC(=O)Nc3cccc(C(F)(F)F)c3)nnc12	-11%
COc1ccc(N2CC(C(=O)N(C)Cc3cnn(C)c3)CC2=O)cc1 (centres undefined)	12%
CC1CCN(S(=O)(=O)c2ccc3[nH]cc(C(=O)NCc4ccc(F)cc4)c(=O)c3c2)CC1	-1%
COc1ccc(C2C3=C(CCCC3=O)Nc3c(C#N)cnn32)c(OC)c1 (centres undefined)	-3%
CC(=O)c1c(C)nn(CCC(=O)N2CCC3(CC2)[C@H](O)C[C@@H]3O)c1C	6%

3 entries from above, arranged by the number in KDM5B inh, falling:
SMILES	KDM5B inh
CN1C(=O)c2ccc(NC(=O)Cn3nc4c(cc3=O)CCCC4)cc2C1=O	28µM*
CC(C)Oc1ccc(CNC(=O)c2ccc(Cn3ccn4nc5c(c4c3=O)CCCC5)cc2)cc1	25µM*
Cc1cn2nc(C(=O)NCc3cc(F)cc(F)c3)cc2c(N(C)Cc2ccccc2)n1	20µM*

Next part:
SMILES	KDM5B inh
COc1ccccc1NC(=O)c1nn(-c2ccccc2)c(=O)c2ccccc12	-11%
CCCOC(=O)N1CCCC(C(=O)Nc2ccccc2-c2ccc(OC)cc2)C1 (centres undefined)	-11%
CCOC(=O)C1CCC(CNC(=O)N2CCCC2c2ccc(OC)cc2)CC1 (centres undefined)	23%
CCCn1c2ccccc2c2cnn(CC(=O)NCCc3ccc(OCC)cc3)c(=O)c21	-5%
CN1CCN(C(=O)C2(C)CCCc3cnc(Nc4ccccc4)nc32)CC1 (centres undefined)	9%[86.2 µM]
O=C(Nc1ccc(F)cc1)N1CCCN(c2ccc(C(F)(F)F)cn2)CC1	-14%
COc1cccc(-c2ccnc3nc(Cc4cc(F)cc(F)c4)nn23)c1	25µM*
Cc1cc(OCC(=O)O)c(C)c2c1CC[C@@H]([C@H](C)C(=O)NCc1ccccc1)C2	-10%[86.2 µM]
CCn1cc(CN2CCCC(c3nc(CCOc4cccc(C)c4)no3)C2)cn1 (centres undefined)	13%
COCc1noc([C@@H]2CN(Cc3cccc(C#N)c3)C[C@H]2COC)n1	14%
CCC1c2ccsc2CCN1C(=O)C1CCN(S(=O)(=O)c2ccc(C#N)cc2)CC1 (centres undefined)	15%
COc1ccccc1N1C(=O)N(CC(=O)C(C)(C)C)c2ccccc2S1(=O)=O	30%&0%
CCCOc1ccc(CNC(=O)[C@@]23CCCC[C@H]2N(CCOC)C(=O)CC3)cc1	?
